# Screening data as filed in PubChem.
# Coupling enz: qHTS Assay for Inhibitors of Fructose-1,6-bisphosphate Aldolase from Giardia Lamblia: Coupling assay counterscreen; activity change, negative = inhibition, % at 58.2 µM, hits read low; coupling enzyme system counterscreen, AmpLite Red fluorescence; 290,000 compounds, 0.67% hits; AID 2472, 2010; in the data active means activity change below about -30%; further: on the % scale 0 is the no-effect control and ±100 the full control effect
#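 Final compound at 57.5 uM, incubated 10 min at RT with coupling enzyme reagent (glyceraldehyde-3-phosphate), then 20 min with substrate and AmpLite Red detection. Fluorescence read at 525/598 nm; tests interference with the coupling assay, not aldolase inhibition.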
# a7 integrin act: qHTS for Activators of Integrin-Mediated Alleviation for Muscular Dystrophy; Potency, µM (top dose mostly 38.3 µM), without a hit: at the top dose activation, actives largely listed as activators; AID 624291, 2012; alpha7betagal myoblasts, beta-gal FDG fluorescence, 48 h; 350,000 compounds, 0.064% hits;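 further: potency means the concentration at half of the fitted maximal effect; 100% = response of the positive control SU9516; nearly all actives have a fitted effect of over 60% in size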
#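 Alpha7betagal+/- myoblasts (passage 13) were plated 16-24 hr, then exposed to compounds (1:260 dilution of DMSO stock) for 48 hours at 37C. After MPER lysis, β-galactosidase reporter activity was read as FDG fluorescence (ex 480/em 540) after 30 minutes.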
# Tb PFK block: qHTS Assay to Find Inhibitors of T. brucei phosphofructokinase. ATP-dependent 6-phosphofructokinase (Trypanosoma brucei brucei), O15648. T. brucei PFK, ADP-Glo luminescence. Potency, µM (top dose mostly 57.5 µM), inactives show at the highest dose activity, negative = inhibition, actives largely listed as inhibitors. 330,000 compounds, 0.17% hits;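 further: potency means the concentration at half of the fitted maximal effect; 0% = uninhibited 1x PFK enzyme wells and -100% = no-enzyme wells; nearly all actives have a fitted effect of over 60% in size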
# Target sequence (O15648 whole entry, looked up): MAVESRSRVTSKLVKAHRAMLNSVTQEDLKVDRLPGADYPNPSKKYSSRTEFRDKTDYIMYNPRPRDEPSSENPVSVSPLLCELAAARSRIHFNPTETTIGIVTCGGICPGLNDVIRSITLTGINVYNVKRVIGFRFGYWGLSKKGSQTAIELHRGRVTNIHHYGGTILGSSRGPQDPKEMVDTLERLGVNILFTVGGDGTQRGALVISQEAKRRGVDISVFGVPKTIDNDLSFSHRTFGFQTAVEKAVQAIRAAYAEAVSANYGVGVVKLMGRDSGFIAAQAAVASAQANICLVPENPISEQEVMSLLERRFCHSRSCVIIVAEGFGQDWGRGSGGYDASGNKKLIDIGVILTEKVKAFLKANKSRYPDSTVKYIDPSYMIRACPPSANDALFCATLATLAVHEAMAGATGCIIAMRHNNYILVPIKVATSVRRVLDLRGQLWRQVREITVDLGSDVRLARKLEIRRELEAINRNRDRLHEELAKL
#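 1.25 nM PFK with 0.5 mM F6P and 0.1 mM ATP in 0.1 M TEA pH 8.0, 5 mM MgCl2, incubated 45 min at room temperature; ADP measured by ADP-Glo luminescence; compounds titrated up to 57 uM.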
# B2AR arrestin: qHTS assay of beta-arrestin-biased ligands of beta2-adrenergic receptor | beta-arrestin recruitment to beta2AR, cell-based reporter | 330,000 compounds, 0.02% hits | Potency, µM (top dose mostly 46.1 µM), without a hit: top-dose activation, most hits filed as activators;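 further: potency means the concentration at half of the fitted maximal effect; 0% = DMSO controls and full agonism = EC100 isoproterenol or metaproterenol; nearly all actives have a fitted effect of over 65% in size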
# Menin-MLL TR inh: qHTS Assay for Inhibitors Targeting the Menin-MLL Interaction in MLL Related Leukemias: Competition With Texas Red Labeled MLL-derived Mutant Peptide; O00255; Menin + Texas Red MLL mutant peptide, fluorescence polarization; Potency, µM (series often up to 61.6 µM), for inactives: at the highest dose FP activity change, negative = inhibition, hits mostly inhibitors; 270,000 compounds, 0.23% hits; AID 1768, 2009; active means well fitted inhibition curve with a large enough effect in the polarisation, with a control signal flat, not every such curve was filed as active; inconclusive means small, poorly fitted or top-dose-only effect, or effect the other way, or a change in a side signal; inactive means no such curve, though single readings can be large or run the other way; the % refers to the polarisation; further: potency means the concentration at half of the fitted maximal effect; % of control where 0% means no effect; many of its hits are not listed in these tables
# Target sequence (O00255 whole entry, looked up): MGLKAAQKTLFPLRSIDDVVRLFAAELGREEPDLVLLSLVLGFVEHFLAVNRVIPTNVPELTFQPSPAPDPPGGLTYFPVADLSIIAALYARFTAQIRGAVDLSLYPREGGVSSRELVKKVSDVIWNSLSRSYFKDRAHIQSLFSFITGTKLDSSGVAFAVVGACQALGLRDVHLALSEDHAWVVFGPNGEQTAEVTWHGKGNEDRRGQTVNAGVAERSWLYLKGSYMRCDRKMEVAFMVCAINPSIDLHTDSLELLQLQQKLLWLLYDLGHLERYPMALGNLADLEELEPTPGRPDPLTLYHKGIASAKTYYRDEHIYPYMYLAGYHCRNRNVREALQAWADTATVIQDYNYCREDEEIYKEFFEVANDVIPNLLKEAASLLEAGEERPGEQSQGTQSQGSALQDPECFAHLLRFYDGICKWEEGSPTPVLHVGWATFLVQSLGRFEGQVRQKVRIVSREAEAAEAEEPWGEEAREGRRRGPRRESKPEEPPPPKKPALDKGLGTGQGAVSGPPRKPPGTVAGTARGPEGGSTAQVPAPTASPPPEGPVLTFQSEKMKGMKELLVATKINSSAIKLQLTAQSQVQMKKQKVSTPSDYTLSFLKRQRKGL
# PKM2 activator: qHTS Assay for Activators of Human Muscle isoform 2 Pyruvate Kinase. Pyruvate kinase PKM (Homo sapiens), P14618. purified PKM2, Kinase-Glo ATP luminescence, activation; response scale: 0% is enzyme alone, no compound. Potency, µM (titrated, usually from 57.5 µM), for the others: at the top dose activation, actives largely listed as activators. 260,000 compounds, 0.34% hits; further: potency means the concentration at half of the fitted maximal effect; on the % scale 0 is the no-effect control and ±100 the full control effect; nearly all actives have a fitted effect of over 55% in size
#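 ATP formation by purified human PK-M2, quantified via coupled luciferase luminescence after 1 h at room temperature with 0.1 mM ADP and 0.5 mM PEP final.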
# BCR signal inh: qHTS Assay to Find Inhibitors of Chronic Active B-Cell Receptor Signaling; AID 493014, 2011; ABC-DLBCL IkBa-CBG/CBR reporter, luminescence ratio, 4 h; 340,000 compounds, 0.05% hits; Potency, µM (series often up to 46.1 µM), for inactives: top-dose ratio change, negative = lower green/red ratio, hits mostly inhibitors; active means well fitted inhibition curve with a large enough effect in the signal ratio, with a control signal flat, not every such curve was filed as active; inconclusive means small, poorly fitted or top-dose-only effect, or effect the other way, or a change in a side signal; the % refers to the signal ratio;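 further: potency means the concentration at half of the fitted maximal effect; plate controls were basal doxycycline-induced cells for no effect and cells given 10 µM MG132 for full effect; MG132 reads +100%, hits lower the ratio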
#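 Concentration-response series (up to 46 uM) were applied to TMD8 dual-reporter cells for 4 h at 37C with doxycycline. Green/red ratio, after filter-overlap correction, defined %Activity; red signal alone was normalised to basal cells and zero luminescence.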
# TSG101-PTAP inh: qHTS Assay for Iinhibitors of HIV-1 Budding by Blocking the Interaction of PTAP/TSG101; Tumor susceptibility gene 101 protein (Homo sapiens), Q99816; Fluorescence polarization, FITC-PTAP peptide / Tsg101 binding; Potency, µM (titrated, usually from 115 µM), for the others: at the top dose activity change, negative = inhibition, most hits filed as inhibitors; 340,000 tested, under 10 active; AID 493005, 2010; active means well fitted inhibition curve with a large enough effect in the main read-out, with a control signal flat, not every such curve was filed as active; inconclusive means small, poorly fitted or top-dose-only effect, or effect the other way, or a change in a side signal; inactive means no such curve, though single readings can be large or run the other way; further: potency means the concentration at half of the fitted maximal effect; % of control where 0% means no effect
#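 FP read-out: FITC-PTAP peptide, 50 nM final, binding Tsg101 binding domain, 10 uM final; 20 min, r.t.; 10 mM HEPES pH 7.5, 0.15 M NaCl, 0.01% Tween 20, 3 mM EDTA, 0.1 mM TCEP.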
# S-ASM inh: Inhibitors of Secretory Acid Sphingomyelinase (S-ASM): qHTS | Sphingomyelin phosphodiesterase (Homo sapiens), P17405 | placental ASM, HMU-PC fluorogenic substrate, 60 min | Potency, µM (highest dose often 57.5 µM), for the others: at the highest dose activity change, negative = inhibition, hits mostly inhibitors | 340,000 compounds, 0.006% hits; further: potency means the concentration at half of the fitted maximal effect
#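 Steps: dispense placental human ASM, pin compound, wait 10 min at room temperature, add HMU-PC0 substrate at 9 uM final, incubate 60 min at 37 °C, add stop solution raising pH to 10, read fluorescence.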
# Giardia kill: Small Molecules that selectively kill Giardia lamblia: qHTS; Giardia lamblia trophozoite viability; activity change, % at 7.66 µM, hits read low; 340,000 compounds, 0.15% hits; in the data active means activity change below about -80%; inconclusive means between about -30% and that limit;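 further: parasites exposed to compound for two days anaerobically before the ATP read; on the % scale 0 is the no-effect control and ±100 the full control effect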
#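 Compounds were tested on trophozoites seeded at 100 cells/well and held 48 hrs at 37 deg C anaerobically. An ATP-based luminescent kit measured the remaining live cells.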
# GALK inhibitor: qHTS Assay for Inhibitors of Human Galactokinase (GALK). Purified GALK, Kinase-Glo residual ATP luminescence. Potency, µM (highest dose often 57.5 µM), for the others: at the highest dose activity change, negative = inhibition, usual class: inhibitors. 270,000 compounds, 0.007% hits. AID 1868, 2009; further: potency means the concentration at half of the fitted maximal effect; on the % scale 0 is the no-effect control and ±100 the full control effect
#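 Luminescence from leftover ATP (Ultra-Glo luciferase/luciferin) served as read-out after a 1 h room-temperature reaction of 5 nM GALK with 35 uM ATP and 100 uM galactose.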
# The depositor's hits bear a star; u = inconclusive; x = no result given; [ ] = another dose, or the depositor's remark. Unless noted, the call rests on the fitted dose curve; in most records, active means well fitted curve in the direction sought with a large enough effect; inconclusive means small, poorly fitted or top-dose-only effect, or another doubt; inactive means no such curve, though single readings can be large; an effect the other way counts as inactive or inconclusive. An excerpt. The share of hits here may be higher or lower than overall.
SMILES,Coupling enz,a7 integrin act,Tb PFK block,B2AR arrestin,Menin-MLL TR inh,PKM2 activator,BCR signal inh,TSG101-PTAP inh,S-ASM inh,Giardia kill,GALK inhibitor
COc1ccccc1/C=C/C(=O)NCC(=O)n1nc(C)cc1C,2.4,20.9%,0.1%,0.3%,x,0.6%,-11.2%,1.1%,29.8%,3.9,1.2%
CC(=O)c1cccc(NC(=O)c2csc3c2CCCCC3)c1,-5.2,15.8%,4.5%,-0.7%,-20.6%,-0.4%,u,-2.4%,-1.8%,-27.7,-1.4%
C=C(C)Cn1c(SCC(=O)N/N=C/c2cccc(O)c2)nc2ccccc2c1=O,0.5,8.8%,2.6%,u,17.2%,0.4%,0.3%,-4.6%,-2.9%,7.1,x
Cc1nnc(SCC(=O)Nc2ncc3c(n2)CCCC3=O)s1,-2.0,-1.9%,-3.7%,0.1%,-2.8%,-0.1%,-0.3%,-4.9%,-0.7%,12.1,-3.0%
Cc1nc(N2CCN(C(=O)COc3ccccc3)CC2)c2c(C)c(C)sc2n1,1.9,-56.1%[inhibitor],-2.3%,-0.2%,-21.3%,1.9%,2.5%,-3.8%,-2.3%,9.5,0.6%
O=C1c2ccccc2CCC12N=NCC2c1ccc(Cl)cc1 (stereo not drawn),-1.3,-7.1%,-4.1%,0.0%,9.0%,-1.5%,10.3%,-1.4%,-6.1%,-3.7,-3.3%
CCOC(=O)CSc1nc2c(sc3ccccc32)c(=O)n1CCCN1CCOCC1,0.6,-7.6%,-0.4%,0.2%,-14.9%,-3.1%,8.6%,-9.3%,2.2%,-8.1,1.2%
NCc1oc(-c2ccccc2)cc1C(=O)O,1.4,0.2%,-2.4%,0.4%,10.3%,5.4%,u,-4.6%,1.9%,6.8,-0.3%
N#CCC(=O)N/N=C/c1cc(-c2ccccc2)n(-c2ccc(Cl)cc2)c1-c1ccccc1,1.9,-1.6%,0.4%,-0.1%,-14.4%,3.2%,5.0%,-1.3%,-14.3%,6.5,-1.0%
CCOc1ccc(S(=O)(=O)NCC2CCCO2)c2cccnc12 (stereo not drawn),-3.8,-9.1%,-7.8%,-0.2%,-3.7%,3.1%,-6.7%,-3.4%,-0.2%,4.8,2.1%
CCCCOC(=O)c1[nH]c(C)c(C(=O)OC)c1C,-5.9,13.1%,2.3%,0.7%,-0.2%,3.4%,-6.1%,-4.1%,-1.0%,-3.0,-2.1%
C[C@H](CO)N1C[C@H](C)[C@@H](CN(C)S(=O)(=O)c2ccc(Cl)cc2)Oc2ccc(NS(=O)(=O)c3ccccc3)cc2CC1=O,x,5.8%,1.2%,0.4%,x,x,-0.4%,-5.7%,-4.0%,-20.9,x
CCOC(=O)N1CCN(C(=O)CS(=O)Cc2nc(-c3ccc(OC)c(OC)c3)oc2C)CC1 (stereo not drawn),x,21.6%,18.7%,-0.5%,x,x,-12.1%,-1.5%,-0.9%,-17.0,-6.5%
COc1ccccc1N1CCN(C(=O)c2cc3c(s2)-c2ccccc2OC3)CC1,1.3,3.0%,-1.6%,-0.6%,-5.4%,0.8%,15.2%,-2.4%,8.0%,29.7,x
CC(C)N(Cc1nnc(-c2ccccc2Br)o1)C(=O)c1cc(Cl)nc2ccccc12,x,u,-2.1%,-0.9%,x,x,-1.7%,1.4%,-0.5%,11.6,x
CCOC(=O)c1cc(-c2ccccc2)sc1NC(=O)c1ccc(OC)c(OC)c1,8.3,8.6%,-16.8%,-0.8%,22.4%,-14.9%,-4.8%,-0.9%,51.7%[activator],19.0,1.4%
Cc1cc(OC(=O)c2cccs2)ccc1C(C)C,2.4,-5.2%,2.4%,0.4%,6.7%,-10.0%,-2.4%,-2.1%,-1.9%,-2.2,3.6%
O=C(NCC(c1cccs1)N1CCOCC1)c1cccc([N+](=O)[O-])c1 (stereo not drawn),5.6,4.9%,6.6%,-0.3%,6.9%,u,-1.2%,-4.4%,0.3%,2.9,-0.3%
CCOC(=O)c1c(NC(=O)c2ccc(N3CCOCC3)c([N+](=O)[O-])c2)sc(C)c1C,3.4,x,-0.5%,-0.7%,4.8%,-3.3%,0.3%,x,x,x,0.1%
CC(C)(C)OC(=O)NCCCCCNC(=O)c1[nH]cnc1C(=O)Nc1nccs1,x,-10.1%,-2.9%,0.1%,x,x,u,-0.5%,3.3%,22.8,x
CCOC(CCn1c(SCc2ccc([N+](=O)[O-])cc2)nc2ccccc2c1=O)OCC,-2.2,-3.6%,2.8%,-0.6%,-12.7%,3.7%,3.2%,-0.4%,-8.8%,-0.8,1.0%
COc1ccccc1C(=O)NC(C)c1ccccc1 (stereo not drawn),-1.3,42.9%,4.8%,0.0%,-3.2%,-1.6%,-6.2%,-4.8%,2.9%,29.4,-0.6%
Cc1cccc(NC(=O)COC(=O)CCc2ccccc2)c1C,0.7,27.4%,1.0%,-1.0%,-17.5%,1.7%,-0.7%,-0.7%,-4.4%,21.3,-4.8%
O=C(Oc1ccc(F)c(F)c1)c1ccc2c(=O)n3c(nc2c1)CCC3,x,8.2%,-10.1%,-0.2%,x,x,1.1%,-0.8%,3.2%,-2.3,x
CCOC(=O)C1=C(C)NC(=O)NC1c1ccc(OCC(=O)Nc2ccccc2)c(OC)c1 (stereo not drawn),-2.4,-4.4%,-0.5%,0.3%,27.9%,-9.1%,-14.7%,-1.0%,4.6%,17.5,0.4%

# Later entries
SMILES,Coupling enz,a7 integrin act,Tb PFK block,B2AR arrestin,Menin-MLL TR inh,PKM2 activator,BCR signal inh,TSG101-PTAP inh,S-ASM inh,Giardia kill,GALK inhibitor
Cc1ccc(N(CC(=O)NC2CCCCC2)S(=O)(=O)c2c(C)noc2C)cc1,4.2,9.8%,-1.2%,-0.3%,u,-1.5%,0.8%,-0.2%,3.7%,12.3,-2.6%
COc1ccc(S(=O)(=O)N2CCCCCC2)cc1C(=O)Nc1ccccn1,x,24.2%,-0.3%,0.2%,x,-1.4%,u,1.5%,x,1.0,-4.4%
Cc1cccc(C)c1NC(=O)CNC(=O)CCC(=O)c1cccs1,-1.2,18.6%,-0.9%,-1.2%,-12.4%,-0.8%,1.3%,-5.6%,1.8%,27.8,-0.8%
COC(=O)c1cc(C(=O)NCc2ccccc2)c(=O)[nH]c1C,-1.4,22.8%,0.3%,0.3%,0.4%,-3.5%,u,-1.9%,5.2%,-5.8,-2.8%
Cn1nnnc1SCC(=O)Nc1ccc(Cl)cc1Cl,3.5,x,0.0%,-3.7%,-1.9%,3.6%,3.1%,x,x,x,-0.6%
CS(=O)(=O)N(CC(=O)Nc1cccc([N+](=O)[O-])c1)c1cccc(F)c1,0.3,-26.7%,-7.3%,0.1%,33.3%[activator],-1.1%,9.2%,-8.5%,-3.9%,4.6,2.0%
CCOC(=O)CC(=O)CSc1nccc(-c2cccnc2)n1,0.4,16.2%,0.0%,-0.7%,x,-2.4%,-1.8%,-2.4%,3.5%,12.4,x
CC(NC(=O)c1ccc2c(c1)OCCO2)C(=O)O (stereo not drawn),2.7,2.7%,-1.7%,-0.6%,-10.8%,1.3%,-0.8%,-7.7%,0.6%,19.3,-0.6%
COCCn1c(=S)[nH]c2cc(OC)c(OC)cc2c1=O,-2.2,7.2%,15.2%,0.0%,-18.0%,23.8%,u,-1.2%,5.5%,-6.1,-0.2%
O=C(O)c1c[nH]ccc1=O,-1.8,3.8%,6.5%,-0.2%,-6.7%,-1.8%,8.4%,-2.8%,2.1%,3.2,-0.3%
CCN(CC(=O)Nc1ccc(NC(C)=O)cc1)C(=O)CC1OC(=O)c2ccccc21 (stereo not drawn),x,17.1%,-4.3%,-0.3%,x,x,-7.6%,0.2%,-0.2%,-6.8,x
Cc1cc(NC(=O)CSc2nnc3c(C)cc4cc(C)c(C)cc4n23)no1,0.5,0.7%,-0.1%,0.2%,1.5%,8.7%,3.1%,-9.1%,1.4%,3.9,4.4%
Clc1cccc(N/N=C/c2ccc(N3CCOCC3)s2)c1,-3.8,-6.1%,-8.3%,-1.6%,u,12.7%,0.3%,-1.7%,0.6%,-1.3,-1.0%
COc1cccc(N2CCN(CC(=O)Nc3ccc(SC(F)F)cc3)CC2)c1,-2.4,-8.1%,14.9%,0.1%,-19.1%,4.1%,1.6%,-2.7%,-2.5%,17.0,-0.3%
